PostGolgi yeast = growth inhibition of a yeast mutant, post-Golgi transport screen; post-Golgi transport phenotypic cell assay; inhibition, % at 10 µM; 0.9% of 98,000 active;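 note: yeast cells grown in 1536-well plates; yeast grown about 18 h at 30C before absorbance read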
Rev-RRE block = disrupts HIV-1 Rev binding to RRE RNA; P05866; Rev peptide-RRE RNA binding, FRET; inhibition, % at 8 µM; 0.79% of 97,000 active; AID 704;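 active = inhibition above the screen-wide mean plus 3 SD, cut at about 35% in these data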;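 note: 0% = median DMSO wells and 100% = median Neomycin B control wells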
Target sequence (P05866 whole entry, looked up): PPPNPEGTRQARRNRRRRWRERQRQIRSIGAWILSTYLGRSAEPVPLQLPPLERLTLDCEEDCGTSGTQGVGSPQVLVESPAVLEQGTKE
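Test system: Cy5-tagged RRE RNA duplex with fluorescein-tagged Rev peptide | Read-out: % inhibition of FRET ratio versus controls | Probe or stimulus: Labelled Rev peptide | Incubation: 5 min RNA-compound premix plus 15 min binding step, 25 °C | Technique: FRET fluorescence readout | Benchmarks: DMSO low control, neomycin B high control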
EphB4 antag = EphB4-ephrin-B2 interaction antagonism | EphB4 LBD / TNYL-RAW-Alexa532 peptide, fluorescence polarization | inhibition, % at 7 µM | 0.15% of 97,000 active | AID 720;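 active = inhibition above the screen-wide mean inhibition plus 3 SD, cut at about 15% in these data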;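 note: 0% = DMSO wells and 100% = excess unlabeled TNYL-RAW peptide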
Target sequence (P54760 whole entry, looked up, the tested form may be a part): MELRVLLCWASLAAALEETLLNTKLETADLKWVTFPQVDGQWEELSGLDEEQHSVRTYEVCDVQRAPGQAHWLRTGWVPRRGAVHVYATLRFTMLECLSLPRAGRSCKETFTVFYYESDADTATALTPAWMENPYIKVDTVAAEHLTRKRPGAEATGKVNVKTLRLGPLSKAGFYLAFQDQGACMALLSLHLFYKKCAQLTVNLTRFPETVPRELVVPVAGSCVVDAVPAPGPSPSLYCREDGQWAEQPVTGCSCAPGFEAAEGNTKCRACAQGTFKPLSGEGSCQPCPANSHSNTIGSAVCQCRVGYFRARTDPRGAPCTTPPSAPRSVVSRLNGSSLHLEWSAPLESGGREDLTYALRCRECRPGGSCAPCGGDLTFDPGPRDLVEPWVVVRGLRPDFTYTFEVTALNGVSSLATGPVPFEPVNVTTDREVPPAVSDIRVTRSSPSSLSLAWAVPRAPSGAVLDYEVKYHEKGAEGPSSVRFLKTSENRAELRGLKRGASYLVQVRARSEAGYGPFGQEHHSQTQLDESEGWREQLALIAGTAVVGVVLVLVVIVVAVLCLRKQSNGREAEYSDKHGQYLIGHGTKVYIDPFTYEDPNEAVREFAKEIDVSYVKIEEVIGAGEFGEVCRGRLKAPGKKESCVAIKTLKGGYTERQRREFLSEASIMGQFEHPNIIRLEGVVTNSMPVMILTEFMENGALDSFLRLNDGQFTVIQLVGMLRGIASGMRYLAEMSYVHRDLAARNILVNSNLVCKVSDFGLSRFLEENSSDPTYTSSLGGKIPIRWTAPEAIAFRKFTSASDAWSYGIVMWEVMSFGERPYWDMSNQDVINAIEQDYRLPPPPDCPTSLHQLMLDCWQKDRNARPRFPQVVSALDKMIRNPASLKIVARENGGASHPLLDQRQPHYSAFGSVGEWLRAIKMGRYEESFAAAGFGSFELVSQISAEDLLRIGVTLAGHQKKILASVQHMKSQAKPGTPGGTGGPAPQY
S1P2 blocker = S1P2 (human) receptor antagonism; cell-based S1P2 antagonist assay, inhibition at 5 uM; inhibition, % at 5 µM; 0.21% of 97,000 active; AID 736; in the data active = inhibition above about 45%;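 note: CRE beta-lactamase reporter cells expressing human S1P2 stimulated with S1P; 0% = agonist at EC80 alone and 100% = agonist plus reference antagonist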
FAK inh = blocks human focal adhesion kinase activity. biochemical FAK kinase activity assay. inhibition, %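 (tested at 7 µM)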. 0.84% of 97,000 active. AID 727; in the data active = inhibition above about 19%;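 note: 0% = DMSO and 100% = reference compound high control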
S1P2 agonist = S1P2 (human) receptor agonism; O95136; S1P2-expressing cell line, agonist reporter read-out; activation, % at 4.5 µM; 0.46% of 97,000 active; AID 729; in the data active = activation above about 16%;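 note: 0% = vehicle low control and 100% = maximal reference agonist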
PostGolgi ctrl = yeast control strain growth, post-Golgi counter-screen. efflux-deficient yeast background strain, growth absorbance A615, 16 h. inhibition, % at 10 µM. 5% of 98,000 active. AID 738
LYP act = activators of human LYP (PTPN22) phosphatase | Q9Y2R2 | recombinant LYP, DiFMUP fluorescence; 0 = plate median, 100 = signal doubled | activation, % at 2 µM | 0.11% of 96,000 active | AID 697;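 active = activation at 2 µM above a set limit, the mean plus 5 SD, cut at about 37% in these data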
PTPN22 inh 2 = inhibitors of human LYP (PTPN22) phosphatase; recombinant LYP catalytic domain, DiFMUP fluorescence; Q9Y2R2; inhibition, % at 2 µM; 0.21% of 96,000 active; AID 640;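 active = inhibition at 2 µM at or above a set limit, the screen mean plus 3 SD, cut at about 24% in these data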;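 note: 0% = DMSO with enzyme and 100% = enzyme fully blocked by orthovanadate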
Numbers without * were called inactive; nt = no result given. Cut-off read from the data, not from the text of the source, unless noted: active = inhibition above about 30%; inactive = the rest.

Molecule | PostGolgi yeast | Rev-RRE block | EphB4 antag | S1P2 blocker | FAK inh | S1P2 agonist | PostGolgi ctrl | LYP act | PTPN22 inh 2
O=C(COc1ccc(S(=O)(=O)N2CCOCC2)cc1)Nc1ccccc1C(F)(F)F | -11 | 1 | 1 | -7 | 0 | -2 | 7 | -8 | 7
Cc1cc(C(=O)COC(=O)CN(C)S(=O)(=O)c2ccc(Cl)cc2)c(C)n1CC1CCCO1 (stereo not drawn) | -1 | -2 | -2 | 12 | 1 | -1 | 2 | -3 | 1
COc1cccc(-c2nnc3sc(C4CCCCC4)nn23)c1 | 10 | 10 | 3 | -10 | -2 | -4 | 33* | 3 | 1
O=C(C1CCN(C2CC(=O)N(c3ccc(F)cc3)C2=O)CC1)N1CCOCC1 (stereo not drawn) | 0 | 4 | 3 | -26 | -1 | 0 | 12 | 2 | -3
Cc1ccc(C(=O)CSc2nc(N)cc(=O)[nH]2)cc1 | 5 | 5 | 14 | 18 | 1 | -5 | 4 | 6 | -5
O=C(c1cccc(Br)c1)N1CCN(C(=O)N2CCCCC2)CC1 | 4 | -2 | -4 | 3 | 3 | -4 | 4 | 4 | 0
CCC(C)(C)NC(=O)C(c1ccco1)N(C(=O)Cn1nnc2ccccc21)c1ccc2c(c1)OCO2 (stereo not drawn) | 7 | 6 | 1 | 21 | 0 | -5 | 6 | 0 | -2
COc1cccc(NC(=O)C2CCN(S(=O)(=O)c3ccc4c(c3)OCCO4)CC2)c1 | -5 | 8 | 1 | -10 | -1 | -3 | -3 | -8 | 6
CCOC(=O)C(CC)(CC)C(=O)/C=C/c1cccc(Br)c1 | nt | 22 | 2 | 19 | 1 | -7 | nt | 0 | 2
COc1ccc(Cn2c(/C=C/c3ccccc3)nc3ccccc32)cc1 | 16 | 13 | 6 | 16 | 0 | -9 | 43* | nt | nt
O=C(CSc1ccc2c(c1)OCCO2)Nc1ncc(Cl)cc1Cl | 1 | 2 | 6 | -5 | 2 | -4 | 8 | 4 | -2
CCc1nnc(NC(=O)CSc2nnc(COc3ccccc3)n2-c2ccc(C)cc2)s1 | -1 | -1 | -2 | 26 | 8 | -3 | 10 | 1 | -1
Cc1cc(=O)n2nc(N3CCCC(C(=O)N4CCN(C)CC4)C3)sc2n1 (stereo not drawn) | 5 | 7 | 2 | 0 | 1 | -7 | -1 | -1 | -2
CCCCn1c(N)c(N(CCOC)C(=O)CSc2nc3ccc(C)cc3[nH]2)c(=O)[nH]c1=O | 6 | 8 | -3 | -2 | 7 | -11 | 5 | -8 | 6
C=CCn1c(SCC(=O)N(CC)CC)nc(O)cc1=O | -5 | 0 | -1 | 8 | -2 | -5 | 28 | 0 | -3
COc1ccc(-c2nnc(-c3ccc(N(C)C)cc3)o2)cc1 | 1 | 3 | -4 | -23 | 0 | -3 | 14 | 5 | -5

Fetched by structure from above:
Molecule | PostGolgi yeast | Rev-RRE block | EphB4 antag | S1P2 blocker | FAK inh | S1P2 agonist | PostGolgi ctrl | LYP act | PTPN22 inh 2
CCOC(=O)C(CC)(CC)C(=O)/C=C/c1cccc(Br)c1 | nt | 22 | 2 | 19 | 1 | -7 | nt | 0 | 2
Cc1cc(=O)n2nc(N3CCCC(C(=O)N4CCN(C)CC4)C3)sc2n1 (stereo not drawn) | 5 | 7 | 2 | 0 | 1 | -7 | -1 | -1 | -2
COc1ccc(-c2nnc(-c3ccc(N(C)C)cc3)o2)cc1 | 1 | 3 | -4 | -23 | 0 | -3 | 14 | 5 | -5

(more compounds)
Molecule | PostGolgi yeast | Rev-RRE block | EphB4 antag | S1P2 blocker | FAK inh | S1P2 agonist | PostGolgi ctrl | LYP act | PTPN22 inh 2
Cc1ccc(SCC(=O)Nc2cccnc2)cc1 | nt | 2 | -1 | -11 | 0 | -1 | nt | 4 | -4
O=C(NCCC1=CCCCC1)C1CCN(C(=O)c2ccc(Cl)cc2)CC1 | -6 | 1 | -4 | 7 | -5 | -2 | -8 | 3 | 0
O=C(CCN1CCOCC1)c1ccccc1 | 17 | 13 | 2 | -20 | -1 | -2 | -1 | 0 | 2
Cc1ccc(OCC(=O)Nn2cnnc2)c(Br)c1 | nt | 7 | 3 | 10 | -1 | 1 | nt | -8 | 8
CCNc1nc(NC(C)C)nc(Oc2ccc(OCCOc3ccccc3)nn2)n1 | -11 | 1 | 1 | 15 | -2 | -3 | 16 | 9 | -10
CCOC(=O)c1[nH]c(C(=O)O)c(CCC(=O)OC)c1C | 7 | 13 | 1 | 2 | -6 | -3 | -1 | -6 | 4
COCC(=O)N(C)C1(c2nnnn2CCOC(=O)Nc2cccc3ccccc23)CCCC1 | -2 | 9 | -2 | 11 | 0 | -8 | -2 | -4 | 6
COC(=O)c1n[nH]c2ccccc12 | 2 | 6 | -5 | 0 | 4 | -7 | 1 | -14 | 11
CCOc1ccccc1N1CC(O)=C(c2nc3ccccc3s2)C1=N | 3 | 3 | -1 | -16 | -1 | -2 | 24 | -4 | -1
COc1ccccc1C(=O)Nc1ccc(N2CCN(S(C)(=O)=O)CC2)cc1 | 2 | 1 | -2 | 23 | 3 | -8 | 13 | -8 | 14
CC(C)c1cc(NC(=O)C(C)(C)C)cc(C(C)C)c1O | 6 | -3 | -6 | -8 | -1 | -1 | 6 | 10 | -11
Cc1cccc(-c2n[nH]c([N+](=O)[O-])n2)c1 | 3 | 4 | -3 | -2 | 0 | -2 | 2 | -7 | 9
O=C(CCNS(=O)(=O)c1cccc2nsnc12)Nc1ccc2c(c1)OCCO2 | -3 | 3 | -1 | 9 | -1 | -3 | 16 | -9 | 9
CN(CCO)Cc1csc2ccc(Br)cc12 | -4 | 4 | 2 | -6 | 0 | -4 | -2 | 2 | 1
O=C(C1CCN(S(=O)(=O)c2cccc3cccnc23)CC1)N1CC=C(c2ccccc2)CC1 | -3 | nt | nt | nt | nt | nt | 11 | 0 | -2
Cc1ccc(-c2cnc(SCC(=O)N3CCCc4ccccc43)n2C)cc1 | -1 | 2 | -6 | -23 | 1 | -5 | 15 | -4 | 9
Cc1ccc(OCCSc2nnc(-c3ccncc3)n2C)cc1 | 0 | 4 | 2 | 8 | 5 | -8 | -6 | 0 | -2
Cc1ccc(NC(=O)c2oc3c(c2C)C(=O)CC(C)(C)C3)cc1 | -10 | 3 | 0 | 4 | 1 | -1 | 6 | -8 | 5
COc1ccccc1Oc1c(C)oc2cc(OC(=O)c3ccco3)ccc2c1=O | 2 | 0 | 6 | -2 | -3 | -3 | 15 | -10 | 5
COc1ccc(Cn2c(C3CC3)nc3ccc(NC(=O)C4CC4)cc3c2=O)cc1 | 10 | 6 | -4 | 0 | 0 | -2 | 11 | 7 | -9
CCOC(=O)N1CCN(C(=O)C2CCN(S(=O)(=O)c3cc(Cl)ccc3Cl)CC2)CC1 | 1 | 7 | 2 | 3 | -2 | -2 | 18 | -6 | -1
CCOC(=O)N1CCN(S(=O)(=O)c2ccc(OC)c(Cl)c2Cl)CC1 | 13 | 16 | 7 | 6 | 0 | -2 | 13 | -14 | 13
CCOC(=O)N1CCN(c2c(N3CCN(c4cc(C)ccc4C)CC3)c(=O)c2=O)CC1 | -8 | 0 | -7 | 10 | 0 | -6 | 4 | 18 | -22
CCOc1ccc(NS(=O)(=O)c2ccc3c(c2)CCN3C(=O)CCC(=O)O)cc1 | -4 | 1 | 2 | -18 | -1 | 0 | 0 | -6 | 3

Three compounds out of the list, arranged by formula weight, smallest number first.
Molecule | PostGolgi yeast | Rev-RRE block | EphB4 antag | S1P2 blocker | FAK inh | S1P2 agonist | PostGolgi ctrl | LYP act | PTPN22 inh 2
Cc1ccc(OCCSc2nnc(-c3ccncc3)n2C)cc1 | 0 | 4 | 2 | 8 | 5 | -8 | -6 | 0 | -2
COc1ccccc1Oc1c(C)oc2cc(OC(=O)c3ccco3)ccc2c1=O | 2 | 0 | 6 | -2 | -3 | -3 | 15 | -10 | 5
CCOc1ccc(NS(=O)(=O)c2ccc3c(c2)CCN3C(=O)CCC(=O)O)cc1 | -4 | 1 | 2 | -18 | -1 | 0 | 0 | -6 | 3

Other records
Molecule | PostGolgi yeast | Rev-RRE block | EphB4 antag | S1P2 blocker | FAK inh | S1P2 agonist | PostGolgi ctrl | LYP act | PTPN22 inh 2
CCCc1[nH]nc2c1C(c1cccnc1)C(C#N)=C(N)O2 (stereo not drawn) | 16 | 1 | -3 | -16 | 1 | -2 | 15 | -5 | 2
COc1ccccc1NC(=S)NC(=O)C(C)C | -5 | -4 | -7 | -16 | 0 | -6 | 12 | -4 | 7
COC(=O)c1cn(CCOc2ccccc2F)c2ccccc12 | -24 | 25 | -3 | -4 | 11 | -2 | 23 | 5 | -3
O=C(CN1CCCC1)NC1C2CC3CC(C2)CC1C3 (stereo not drawn) | 6 | 4 | 2 | 15 | -3 | -2 | 12 | 2 | 0
Cc1oc(=O)c(NC(=O)c2ccc(Cl)cc2)cc1C(=O)c1ccccc1 | -10 | 2 | 6 | 27 | 6 | -8 | 3 | -18 | 21
O=c1c2c(nc3cc(-c4ccccc4)[nH]n13)CCS2 | -10 | 2 | 2 | 3 | -8 | -5 | 14 | 8 | -4
CC(NC(=O)c1cc(-c2ccccc2)on1)c1ccccc1 (stereo not drawn) | -7 | 5 | 1 | 7 | 0 | -1 | -1 | -10 | 10
CCCn1c2c(c(O)c(C(=O)Nc3ccccc3)c1=O)CCCC2 | 3 | 12 | 7 | 5 | 3 | -4 | 16 | 1 | -2
Cc1ccccc1C(=O)NCCc1nnc(SCC(=O)Nc2nc(-c3ccccc3)cs2)n1C | nt | 6 | 2 | 2 | -2 | 0 | nt | 3 | -4
COc1ccc(C(=O)CSc2nnc(-c3ccco3)n2C)cc1 | -5 | 4 | 2 | 6 | 4 | -3 | -7 | 1 | -7
N=c1n(CCN2CCCC2)c2ccccc2n1CC(O)c1ccco1 (stereo not drawn) | -5 | 33 | -7 | 7 | 2 | 0 | 25 | 1 | 1
Cc1ccc(-n2c(C)cc(C(=O)CSc3n[nH]c(N)n3)c2C)cc1 | -7 | 7 | 1 | 4 | -1 | -10 | 7 | 0 | -4
CC1CCC/C(=N\NC(=S)NCc2ccccc2)C1 (stereo not drawn) | -7 | 1 | -2 | -14 | 2 | -3 | -8 | 4 | -2
C/C(=N\NC(=O)c1cccc(Br)c1)c1cccc(NC(=O)c2ccc(C)o2)c1 | -2 | 7 | 1 | 9 | 6 | -6 | 14 | -1 | 3
Cn1cnnc1SCC(=O)c1ccco1 | 21 | 4 | 5 | 13 | -4 | -4 | -16 | -4 | 1
CCn1ncc(C2=NOC(C(=O)N3CCN(c4ccccc4)CC3)C2)c1C (stereo not drawn) | 1 | 0 | -1 | 1 | 1 | -1 | 1 | 0 | -3
COc1ccccc1NC(=O)CNC(=O)c1ccc(F)cc1 | 2 | 5 | 2 | -2 | 1 | -1 | 13 | -7 | 6
COCc1cc(C)n(CC(=O)Nc2ccccc2OC)c(=O)c1C#N | -7 | 8 | 6 | 9 | -4 | -8 | -7 | -4 | 2
CCCn1nnc(NC(=O)c2ccc(OC)cc2)n1 | 13 | 10 | -1 | -20 | -1 | -3 | -1 | 1 | -4
CCOC(=O)c1oc2c(CN3CCN(C)CC3)c(O)ccc2c(=O)c1-c1ccccc1OC | 0 | 6 | 4 | 17 | -4 | -5 | 0 | -2 | 1
CCS(=O)(=O)N1CCCC(C(=O)NCc2ccc3c(c2)OCO3)C1 (stereo not drawn) | 8 | 8 | -3 | 9 | 2 | -2 | 9 | -4 | 4
CCOC(=O)c1sc(C)c2c1NC(C)(c1ccccc1)NC2=O (stereo not drawn) | 2 | 0 | 2 | 3 | 3 | -6 | 22 | 4 | -4
O=C1CCCCCN1C(=O)c1cccc(C(=O)N2CCCCCC2=O)c1 | -6 | 2 | -9 | 10 | -6 | -12 | 15 | -7 | 4
O=C(OCn1nnc2ccccc2c1=O)c1cccnc1 | 0 | 11 | 6 | 6 | -4 | -4 | 12 | 2 | -4
